# High-throughput results as filed in PubChem BioAssay.
# Shn3 inh set2 = Schnurri-3 reporter inhibition in Clone20 osteoblasts | hit rate 0.52% among 360,000 | Clone20 osteoblast Shn3 3'UTR firefly luciferase, 24 h | AID 588674 | inhibition, % at 12.5 µM;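 active = mean inhibition of at least 75% with every replicate also reaching 75%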;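 also: 0% = median of neutral control wells and 100% = pilot-screen positive control compound; some compounds past the cut are filed as inactive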
# NR2E3 ag-1 = NR2E3 (human) agonism. GST-NR2E3/biotin-RetCOR TR-FRET, 1536-well. Q9Y5X4. hit rate 0.12% among 320,000. AID 2300. inhibition of corepressor binding, % at 4.78 µM;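 active = percent inhibition above the cutoff of mean plus 3 SD of all tested compounds, set per screening campaign, cut at about 20% in these data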;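 also: 0% = DMSO wells and 100% = biotin wells as full block of FRET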
# Target sequence (Q9Y5X4 whole entry, looked up): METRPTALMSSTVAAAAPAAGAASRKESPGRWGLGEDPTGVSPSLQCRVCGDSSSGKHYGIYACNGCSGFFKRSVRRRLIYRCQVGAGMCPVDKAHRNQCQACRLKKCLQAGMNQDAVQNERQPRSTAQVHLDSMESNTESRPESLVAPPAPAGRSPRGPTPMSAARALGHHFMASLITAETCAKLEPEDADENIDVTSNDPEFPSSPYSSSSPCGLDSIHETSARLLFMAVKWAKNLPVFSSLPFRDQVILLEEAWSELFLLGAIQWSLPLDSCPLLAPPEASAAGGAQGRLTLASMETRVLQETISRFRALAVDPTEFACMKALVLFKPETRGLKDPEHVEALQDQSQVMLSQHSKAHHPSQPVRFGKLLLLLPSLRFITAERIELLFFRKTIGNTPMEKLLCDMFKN
#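 Material: NR2E3–RetCOR corepressor complex | Quantity: 1.35 nM GST-tagged NR2E3 final | Schedule: 5 h at 4 °C | Replication: Singlicate compound wells | Reagent: RetCOR corepressor, biotinylated, 7 nM | Controls: Biotin wells as high control, 0.6% DMSO wells as low control | Signal: TR-FRET, Eu(K)-anti-GST donor, streptavidin-D2 acceptor, ex 340, em 617/671 nm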
# hiPSC survival = increases survival of single human iPS cells; hiPSC single-cell survival, ATPlite luminescence; 100% = ROCK inhibitor wells, 0% = DMSO; survival enhancement, % at 20 µM; hit rate 0.044% among 360,000; AID 602274; in the data active = survival enhancement above about 18%;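 also: cells exposed to compounds for 16 hours before the ATP read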
# aDG glyco act = increases alpha dystroglycan glycosylation; Pro5-aDG cells, alpha-DG glycosylation AlphaScreen (IIH6); 0% Pro5, 100% B10-LARGE cell signal; activation, % at 10 µM; hit rate 0.22% among 360,000;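 active = activation of at least 8% versus controls, or a plate z-score of at least 8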;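 also: Pro5 are CHO cells carrying HIG-tagged alpha-DG that lacks glycosylation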
# CF NFkB block = inhibitors of cystic fibrosis induced NF-kB | hit rate 0.86% among 360,000 | inhibition, % at 5 µM | KKLEB NF-kB-GFP reporter, PAF-induced, GFP fluorescence overnight;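 active = at least 50% inhibition at 5 µM, scaled per plate between neutral and stimulator controls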;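 also: PAF is a Pseudomonas aeruginosa culture filtrate used as stimulus; plate controls were PAF-stimulated DMSO wells for no effect and unstimulated DMSO wells for full effect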
# HIF-2a block = inhibitors of HIF-2a | 786-0 RCC cells HIF-2a reporter, luciferase luminescence, overnight | inhibition, % at 18.8 µM | hit rate 0.72% among 360,000 | AID 624352;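 active = inhibition of the luminescence signal of 40% or more relative to plate controls, in a single-dose primary screen at 18.75 µM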
# TWEAK-Fn14 inh = TWEAK-Fn14 signaling inhibition; hit rate 2% among 360,000; TWEAK-stimulated Fn14 reporter cells, luciferase luminescence, 8 h; inhibition, % at 10 µM; in the data active = inhibition above about 50%
# NR2E3 ag-2 = human photoreceptor-specific nuclear receptor agonism; hit rate 0.35% among 360,000; AID 602229; Q9Y5X4; inhibition of corepressor binding, % at 3.98 µM; CHO-S Gal4-NCOR/VP16-NR2E3 two-hybrid, luciferase;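 active = inhibition above the mean of all tested compounds plus 3 SD, cut at about 70% in these data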;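 also: 0% = DMSO with NR2E3 transfected cells and 100% = cells lacking NR2E3 construct; higher means lower luciferase signal from less NR2E3 corepressor binding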
# MITF TRPM1 inh = inhibitors of MITF-driven TRPM1 promoter in melanoma cells. SK-MEL-5 TRPM1 promoter luciferase, 24 h. inhibition, % at 12.5 µM. hit rate 0.83% among 330,000. AID 488899;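 active = mean inhibition across replicates of 60% or more, whatever share of single replicates reaches that level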; also: values of inactives mirror those of a sister screen read the other way
# KKLEB cytotox = reduces viability of KKLEB cystic fibrosis airway cells; hit rate 0.36% among 360,000; activity change (cytotoxicity), % at 5 µM; KKLEB CF airway cells viability, ATPlite luminescence, overnight; active compounds read low; cells stimulated with P. aeruginosa culture filtrate; AID 602141;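 active = corrected activity change at or below -50% at 5 µM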
# Peg3 promoter = reduces Peg3 promoter-driven luciferase expression in HeLa; HeLa PEG-Prom luciferase reporter, luminescence, overnight; inhibition, % at 20 µM; hit rate 1.7% among 360,000; AID 588405;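 active = inhibition of at least 50% at 20 µM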
# Active calls of the source: *; . = no result given.
# Values run as follows: TWEAK-Fn14 inh	CF NFkB block	Shn3 inh set2	hiPSC survival	NR2E3 ag-1	KKLEB cytotox	NR2E3 ag-2	HIF-2a block	MITF TRPM1 inh	aDG glyco act	Peg3 promoter
- c1nc(N2CCCCC2)c2[nH]cnc2n1
→ 10	22	-1	1.0	-1	-19	6	13	-9	-0.2	13
- CNC(=O)C(=O)NCCc1ccc(Cl)cc1
→ 3	-7	-5	-0.9	-3	9	-1	-5	-9	-0.1	4
- O=C(c1ccc2ncsc2c1)N1CCN(c2ccc(O)cc2)CC1
→ -14	-4	3	-3.1	0	-9	-42	5	-4	-0.3	22
- COc1ccc(OC)c(C2NC(=O)NC(C)=C2C(=O)Nc2ccc(C)cc2C)c1 (stereo not given)
→ -1	-3	8	3.9	1	0	-4	8	4	-0.1	6
- O=C(NCCOc1ccc(Cl)cc1)c1cccc(S(=O)(=O)N2CCCC2)c1
→ 11	-20	14	0.5	0	-2	21	15	3	0.5	24
- CC(C)C(NC(=O)C12CC3CC(CC(C3)C1)C2)C(=O)N/N=C/C1=C(N2CCOCC2)C(=C\c2ccc([N+](=O)[O-])cc2)/CC1 (stereo not given)
→ -2	91*	-4	-2.0	0	-100*	-14	5	-6	-0.1	30
- COc1ccc(-n2ncc3c2CC(C)(C)CC3NC(=O)c2cnc(C)cn2)cc1 (stereo not given)
→ -4	14	4	-0.2	-2	0	-14	-2	3	0.0	8
- Cc1cc2c(c(C)c1CCO)C(=O)[C@H](C)C2
→ -4	-14	3	-1.9	.	2	-2	-36	.	-0.2	-46
- CCNC(=O)CC1C(=O)N(c2ccccc2)C(=O)N1CCc1ccc(OC)c(OC)c1 (stereo not given)
→ 15	9	-5	-1.2	-1	2	4	-3	-5	0.0	12
- CCNS(=O)(=O)c1ccc(CCC(=O)N2CCN(c3ccccc3)CC2)cc1
→ -6	-5	-6	0.3	-5	-2	-13	14	-9	0.2	3
- COc1coc(/C=C/C(=O)O)cc1=O
→ -13	-26	-10	1.8	-2	6	11	14	-15	-0.2	13
- C[C@@H]1CN([C@H](C)CO)S(=O)(=O)c2ccc(Br)cc2O[C@H]1CN(C)C(=O)Nc1ccccc1
→ -10	-20	-8	1.7	.	6	-21	11	.	-0.1	9
- Cc1nc2scc(C)n2c(=O)c1S(=O)(=O)Nc1ccc(N2CCOCC2)cc1
→ 5	-4	19	-0.2	0	-2	11	5	8	0.0	12
- CCN(CC)S(=O)(=O)c1ccc(OC)nc1
→ -22	11	8	-0.3	0	10	-21	-27	-6	0.1	-1
- CCc1nnc(NC(=O)CSc2n[nH]c(-c3ccccc3O)n2)s1
→ -8	-4	5	0.2	4	12	-21	-14	-8	-0.1	-10
- CCN(c1ccccc1)S(=O)(=O)c1ccc(C(=O)Nc2nnc(CSC)o2)cc1
→ 23	-17	45	5.0	1	-6	65	12	-2	0.2	23
- CC1(C)Cc2c(C#N)c(N3CCCC3)nc(-c3ccco3)c2CO1
→ 9	-6	7	-0.7	0	0	-19	-3	16	-0.2	11
- COc1ccc(/C=N/n2c(=S)n(C)c3ccccc32)cc1OC
→ -28	8	-27	-1.2	1	0	-12	-58	3	0.1	-45
- O=C(NCc1ccco1)/C(=C\c1ccco1)NC(=O)c1cccs1
→ 2	7	3	-0.9	-1	-17	-16	16	4	0.6	8
- O=C(Nc1c(F)c(F)c(F)c(F)c1F)NC1CCCCC1
→ -5	7	-9	-0.6	0	-1	7	-8	5	0.1	24
- O=C(NCc1ccc(F)cc1)c1[nH]c(C(F)(F)F)nc1-c1ccccc1
→ -3	-6	11	3.6	.	-5	24	14	.	-0.5	23
- CCc1ccc(C(=O)COC(=O)c2cccc(N3C(=O)c4c(C)nc5ccccc5c4C3=O)c2)cc1
→ 16	-9	-17	-3.7	-1	-9	8	5	8	0.8	14
- CC(C)CCN1C(=O)c2ccc(C(=O)OCC(=O)N(C)C3CCS(=O)(=O)C3)cc2C1=O (stereo not given)
→ 12	25	1	0.0	-1	-9	6	2	3	0.4	9
- CCOc1ccc(CN(C)C(=O)CN2C(=O)NC(c3ccccc3)(c3ccccc3)C2=O)cc1
→ 6	-2	15	-0.4	3	-4	19	1	5	0.4	12
- Cc1cccc2nc(CSc3nnnn3-c3ccccc3)cn12
→ 1	1	2	7.8	-2	-2	-7	5	0	0.0	7
- O=C(NCCN1CCOCC1)N1CCOCC1
→ 8	4	-4	-0.9	-1	-2	-6	3	1	-0.3	2
- COc1ccc(C(=O)NCC(=O)OCC(=O)NC2CCCCCC2)cc1
→ 2	-27	11	-0.9	.	7	17	3	6	-0.2	12
- O=C(NCCCn1ccnc1)c1cc(-c2ccc(Br)cc2)on1
→ -26	3	20	-0.4	1	0	-49	-106	-6	0.0	-31
- COc1ccc(CCN(C)C(=O)c2c(C)noc2C)cc1OC
→ -2	11	12	0.1	2	10	-29	-4	2	-0.2	17
- O=C(Cn1c(NCCO)nc2ccccc21)Nc1cccc(S(=O)(=O)N2CCCC2)c1
→ 9	9	42	-1.7	.	-4	-34	17	19	-0.2	14
- O=C(/C=C/c1cc([N+](=O)[O-])ccc1OC(F)F)Nc1cccc(OC(F)F)c1
→ 14	-22	6	0.4	2	2	0	-6	-12	0.2	12
- O=C(O)CCc1ccc(-c2ccccc2)n1CC1CCCO1 (stereo not given)
→ 0	-3	-8	0.4	1	9	-12	2	5	0.1	11
- O=S1(=O)N[C@@H](Cc2ccccc2)COc2cc(N3CCC[C@@H]3CO)ccc21
→ 5	.	.	1.1	.	.	-8	-1	.	0.2	.
- S=c1[nH]nc(COc2ccccc2)n1-c1ccc(Cl)cc1
→ -15	-18	-33	-0.4	.	2	-13	6	-8	-0.1	-3
- COc1cccc(-c2nc(CS(=O)(=O)CC(=O)Nc3ccc(F)cc3F)c(C)o2)c1
→ -6	11	8	-0.4	1	-2	-15	13	7	0.3	-2
- CC(C)n1c(O)c(/C=C2\C=Nc3ccccc32)sc1=Nc1ccccc1
→ 3	14	10	-3.5	-3	10	4	-50	-9	-0.3	11
- Cc1ccc(C)c(-c2[nH]ncc2CN2CCCC(CO)(Cc3ccccc3C)C2)c1 (stereo not given)
→ 14	16	9	-0.5	2	2	-19	16	3	0.9	23
- C=CCn1c(SCC(=O)O)nnc1-c1ccccc1
→ 5	-12	-6	-1.5	1	1	23	7	2	-0.1	10
- CC1CCC(NC(=O)CN2C(=O)c3ccccc3S2(=O)=O)CC1 (stereo not given)
→ -1	-7	-3	-1.1	.	10	-26	-21	3	0.0	3
- CC(C)N(Cc1ccccc1)C(=O)/C=C/c1ccccc1[N+](=O)[O-]
→ -2	-4	16	0.2	2	0	0	6	14	-0.1	5
- Cc1cccc(C(=O)NCCc2nnc(SCC(=O)Nc3cccc(C(=O)O)c3)n2C)c1
→ -7	-4	-7	0.9	.	4	-19	11	7	0.0	4
- O=C(c1ccc(Cl)cc1)c1nnc(-c2ccncc2)o1
→ 20	7	-7	9.9	-5	-2	-2	-30	-14	-0.1	-18
- Cc1csc(SCc2nc3sc4c(c3c(=O)[nH]2)CCC4)n1
→ 5	0	2	-2.0	.	5	-4	-62	-9	-0.2	-30
- O=C(N/N=C/c1cn(Cc2ccccc2)c2ccccc12)c1ccncc1
→ 17	6	20	-0.2	0	-4	4	5	3	0.3	32
- Clc1ccc(-n2cc(-c3ccc(Br)cc3)[n+]3c2CCCCC3)cc1
→ 19	6	22	-0.7	-7	1	8	13	4	0.0	11
- Cc1ccc(F)cc1CNC(=O)C1CCC(=O)N(CC2CCCCC2)C1 (stereo not given)
→ -11	32	-4	-0.5	2	-10	-6	-4	-2	0.0	8
- CCOC(=O)[C@H]1[C@H]2COc3ccc(C)cc3[C@@H]2N2C(=O)c3ccc(F)cc3NC(=O)[C@@]12C
→ -16	-6	-4	0.3	1	-24	-23	3	11	0.3	0
- N/C(Cc1ccc(Cl)cc1Cl)=N\OC(=O)Cc1ccc(Cl)cc1
→ 4	-11	6	-0.1	2	6	6	18	-6	0.0	9
- CCOC(=O)N1CCN(C(=O)Nc2ccc3nc(-c4ccccn4)c(-c4ccccn4)nc3c2)CC1
→ 5	-2	0	2.4	3	-1	-6	2	4	-0.1	1
- Cc1ccc(S(=O)(=O)Cc2ccc(C(=O)N3CCN(c4ccc(F)cc4)CC3)o2)cc1
→ 10	25	0	2.0	0	-22	-3	5	2	-0.3	24
- CC(=O)/C(=C\N(C)C)Sc1ccc(Cl)cc1
→ 4	16	-5	0.8	0	-9	-3	11	9	0.0	10
- Cc1cc(SCC(=O)OC(C)C(=O)N(C)c2ccccc2)nc2ccccc12 (stereo not given)
→ -1	-1	-48	0.8	-2	1	15	16	-10	-0.1	32
- CCOc1ccc(CN2CCC(n3nccc3NC(=O)c3ccccc3OC)CC2)cc1
→ 3	4	14	0.0	2	8	4	7	21	-0.1	-1

# Eight structures out of the list, sorted by formula weight, smallest number first:
# Values run as follows: TWEAK-Fn14 inh	CF NFkB block	Shn3 inh set2	hiPSC survival	NR2E3 ag-1	KKLEB cytotox	NR2E3 ag-2	HIF-2a block	MITF TRPM1 inh	aDG glyco act	Peg3 promoter
- S=c1[nH]nc(COc2ccccc2)n1-c1ccc(Cl)cc1
→ -15	-18	-33	-0.4	.	2	-13	6	-8	-0.1	-3
- Cc1csc(SCc2nc3sc4c(c3c(=O)[nH]2)CCC4)n1
→ 5	0	2	-2.0	.	5	-4	-62	-9	-0.2	-30
- O=C(N/N=C/c1cn(Cc2ccccc2)c2ccccc12)c1ccncc1
→ 17	6	20	-0.2	0	-4	4	5	3	0.3	32
- Cc1ccc(F)cc1CNC(=O)C1CCC(=O)N(CC2CCCCC2)C1 (stereo not given)
→ -11	32	-4	-0.5	2	-10	-6	-4	-2	0.0	8
- N/C(Cc1ccc(Cl)cc1Cl)=N\OC(=O)Cc1ccc(Cl)cc1
→ 4	-11	6	-0.1	2	6	6	18	-6	0.0	9
- CCOC(=O)[C@H]1[C@H]2COc3ccc(C)cc3[C@@H]2N2C(=O)c3ccc(F)cc3NC(=O)[C@@]12C
→ -16	-6	-4	0.3	1	-24	-23	3	11	0.3	0
- Cc1ccc(S(=O)(=O)Cc2ccc(C(=O)N3CCN(c4ccc(F)cc4)CC3)o2)cc1
→ 10	25	0	2.0	0	-22	-3	5	2	-0.3	24
- CCOC(=O)N1CCN(C(=O)Nc2ccc3nc(-c4ccccn4)c(-c4ccccn4)nc3c2)CC1
→ 5	-2	0	2.4	3	-1	-6	2	4	-0.1	1
